Assay outcomes from PubChem BioAssay.
D2 ag: activates the human D2 dopamine receptor. P14416. 0.53% of 340,000 active. HEK293 T-REx D2 cells, calcium flux agonist mode. AID 485358. activation, % at 2 µM;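 active means activation over 3 SD above normal in the single-dose calcium agonist read, cut at about 30% in these data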; further: 0% is about no effect
Target sequence (P14416 whole entry, looked up): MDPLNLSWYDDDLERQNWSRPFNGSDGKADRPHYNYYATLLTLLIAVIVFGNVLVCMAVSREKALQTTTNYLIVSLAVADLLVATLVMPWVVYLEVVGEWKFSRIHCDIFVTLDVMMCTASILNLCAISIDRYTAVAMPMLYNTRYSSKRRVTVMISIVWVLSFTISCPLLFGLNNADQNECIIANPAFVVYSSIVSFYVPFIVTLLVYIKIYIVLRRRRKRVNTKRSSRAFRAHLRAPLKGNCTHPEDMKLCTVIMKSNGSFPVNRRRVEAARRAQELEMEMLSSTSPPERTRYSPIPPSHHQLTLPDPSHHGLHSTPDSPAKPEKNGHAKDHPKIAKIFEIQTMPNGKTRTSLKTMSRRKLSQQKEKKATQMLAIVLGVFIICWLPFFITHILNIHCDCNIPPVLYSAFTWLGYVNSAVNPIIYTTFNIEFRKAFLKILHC
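Tetracycline-induced HEK293 T-REx cells with force-coupled D2 receptor, plated overnight at 30 C, loaded with no-wash calcium dye. After a 10 s baseline, compound was pin-added and calcium flux read kinetically for 180 s; calcium rises flagged agonists.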
D1 ag: activates the human D1 dopamine receptor; P21728; HEK293 T-REx D1 cells, calcium flux, agonist mode; activation, % at 2 µM; 1% of 360,000 active; AID 504660; in the data active means activation above about 30%; further: 0% is about no effect
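Agonism was scored from calcium flux recorded over 180 s (1 read/s) after pintool compound addition, following a 10-cycle baseline. Cells were inducible force-coupled HEK293 TREx D1, plated overnight at 30 C and loaded with no-wash calcium dye.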
D1 PAM: enhances dopamine response at the human D1 receptor. P21728. HEK293 TREx D1 cells, calcium flux, dopamine EC20 potentiation. potentiation, % at 10 µM. 0.036% of 360,000 active. AID 504651; in the data active means potentiation above about 30%; further: 0% is about no effect
D2 PAM: D2 dopamine receptor (human) potentiation | HEK293 T-REx D2, calcium flux, EC20 dopamine potentiation | P14416 | potentiation, % at 10 µM | 0.34% of 340,000 active;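 active means potentiation over 3 SD above the plate norm, cut at about 30% in these data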; further: 0% is about no effect
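Primary screen. Calcium kinetics in induced HEK293 T-REx D2 cells: compound pre-addition 180 s, EC20 dopamine, 180 s more.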
RXFP1 antag: RXFP1 (human) relaxin receptor antagonism; HEK293-RXFP1, relaxin-stimulated cAMP HTRF, 30 min; stronger effect = lower value; Q9HBX9; 0.59% of 350,000 active; activity change, negative = inhibition, % at 57.5 µM;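 active means activity change of -60% or lower, but not beyond a set lower limit; inconclusive means change between -60% and -40%, or beyond the set limit; inactive means change above -40%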; further: on the % scale 0 is the no-effect control and ±100 the full control effect
RXFP1 agonist: activates the human relaxin receptor RXFP1 | Potency, µM (series often up to 57.5 µM), inactives show at the top dose activation, usual class: activators | HEK293T-RXFP1 cAMP TR-FRET, 30 min; response scale: percent of porcine relaxin response, buffer zero | 0.3% of 370,000 active; active means well fitted activation curve with a large enough effect; inconclusive means small, poorly fitted or top-dose-only effect; further: potency means the concentration at half of the fitted maximal effect; on the % scale 0 is the no-effect control and ±100 the full control effect; nearly all actives have a fitted effect of over 60% in size; many of its hits are not listed in these tables
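cAMP rise read by TR-FRET after 30 min, 37C compound exposure (up to 58 uM) in RXFP1-transfected HEK293 cells with Ro 20174 present. EC50 from Hill-equation fits, with 29 nM porcine relaxin as 100% and buffer as basal.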
TRHR enhancer: allosterically enhances the human TRH receptor | P34981 | TRHR cells, fluo-8 calcium fluorescence, EC20 TRH enhancement | enhancement, % at 2 µM | 0.66% of 360,000 active; in the data active means enhancement above about 30%; further: 0% is about no effect
Target sequence (P34981 whole entry, looked up): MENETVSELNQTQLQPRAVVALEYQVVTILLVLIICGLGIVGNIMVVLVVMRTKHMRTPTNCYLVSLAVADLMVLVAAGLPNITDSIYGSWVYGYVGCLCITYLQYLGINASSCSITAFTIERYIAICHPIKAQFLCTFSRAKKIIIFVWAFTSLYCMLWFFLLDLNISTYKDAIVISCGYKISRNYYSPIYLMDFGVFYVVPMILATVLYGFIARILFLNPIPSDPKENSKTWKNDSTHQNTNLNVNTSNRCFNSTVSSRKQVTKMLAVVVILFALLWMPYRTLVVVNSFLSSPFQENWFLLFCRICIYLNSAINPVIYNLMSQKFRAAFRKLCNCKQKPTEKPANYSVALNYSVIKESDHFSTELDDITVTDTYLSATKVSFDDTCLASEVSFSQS
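TRHR-expressing cells loaded with fluo-8 calcium dye were read kinetically (ex 480/em 530) during compound addition, then stimulated with an EC20 of TRH (10 nM final). Enhancement of the Gq-mediated intracellular calcium response was scored.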
D1 antagonist: human D1 dopamine receptor antagonism. P21728. activity change, negative = inhibition, % at 10 µM. AID 504652. HEK293 TREx D1 cells, calcium flux, dopamine EC80; stronger effect = lower value. 3.2% of 360,000 active; in the data active means activity change below about -30%; further: on the % scale 0 is the no-effect control and ±100 the full control effect
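Antagonism measured as reduced calcium response to an EC80 dopamine addition following 180 s compound pre-read; cells were inducible HEK293 Trex D1 plated overnight at 30 C, read kinetically at 1 cycle/sec.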
D2 antagonist: D2 dopamine receptor (human) antagonism; HEK293 TREx D2 cells, calcium flux, dopamine EC80; inhibition, % at 10 µM; 2% of 340,000 active; AID 485344; in the data active means inhibition above about 30%; further: 0% is about no effect
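Calcium mobilization kinetics were recorded at 1 s intervals in tetracycline-induced HEK293 T-REx D2 cells, first for 180 s after compound addition and then 180 s after EC80 dopamine.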
* hit, by the source's call; u = inconclusive; x = no result given.

SMILES | D2 ag | D1 ag | D1 PAM | D2 PAM | RXFP1 antag | RXFP1 agonist | TRHR enhancer | D1 antagonist | D2 antagonist
Cc1cc(Cl)ccc1OCCCC(=O)NCCc1nnc2ccccn12 | 0.6 | 2 | -7 | -7 | -7 | 0.6% | -2 | -19 | -6
Nc1cc(C(=O)c2ccccc2)ccc1N1CCOCC1 | -0.8 | 3 | -1 | 1 | 6 | 0.9% | -6 | -23 | 3
CCOc1ccc(S(=O)(=O)Nc2c(C)n(C)n(-c3ccccc3)c2=O)cc1 | x | 1 | 3 | -3 | 3 | -0.1% | 19 | 10 | x
CCOc1cc(NS(=O)(=O)c2ccc(NC(C)=O)cc2)c(OCC)cc1NC(=O)C(C)C | -0.2 | 0 | -2 | 2 | -4 | 0.6% | -3 | x | 3
Cc1cc(C)n(CC(=O)NNC(=O)c2ccc(NC(=O)CC#N)cc2)n1 | 0.6 | 3 | -3 | -2 | -3 | 2.9% | 2 | 5 | -35
C/C(=N/OC(=O)c1ccc(C)cc1)C(=O)c1ccc(Br)cc1 | 0.6 | 0 | -6 | 5 | 4 | -2.3% | -2 | 10 | 1
CCN1C(=O)[C@H]2[C@@H](c3ccc(C)cc3)N3C(=O)N(c4ccc(C(F)(F)F)cc4)C(=O)[C@@]3(CC(C)C)[C@H]2C1=O | x | 2 | -4 | x | x | 0.4% | 2 | 0 | x
O=[N+]([O-])c1cc([N+](=O)[O-])c2n[nH]c(-c3ccccc3)c2c1 | 0.0 | 1 | -9 | 2 | -1 | 4.2% | 21 | 0 | 0
Cc1ccc(C(=O)Cn2nc(C)c([N+](=O)[O-])c2C)c(C)c1 | 0.7 | 3 | -1 | 3 | -3 | 1.1% | 0 | 5 | 20
CC(=O)Nc1nc(C=C(Cl)Cl)cs1 | -0.5 | 6 | -1 | 6 | 6 | 0.5% | -4 | -9 | 10
N#Cc1ccccc1S(=O)(=O)N1CCN(CC(O)CN2CCOCC2)CC1 (stereo not drawn) | -0.1 | 5 | x | 1 | -1 | -0.9% | -1 | 9 | 10
O=C(NNC(=O)c1cc(Cl)ccc1O)c1cccc(S(=O)(=O)N2CCOCC2)c1 | -0.2 | 3 | -9 | 3 | -21 | -1.0% | 2 | 2 | -1
O=C(Cc1ccsc1)NNC(=O)c1ccc(F)cc1 | 0.6 | 2 | 3 | 0 | 0 | 1.8% | -1 | 3 | -4
c1ccc(C2=NNC(=NCc3ccc4c(c3)OCO4)SC2)cc1 | -0.4 | 2 | -6 | -2 | x | 0.3% | 6 | 3 | 3
COCCNC(=O)C(=O)Nc1cc2c3c(c1)C(C)C(=O)N3CCC2 (stereo not drawn) | 1.6 | 3 | -4 | -2 | 4 | -1.1% | -8 | -15 | 15
CN1CCN(c2ccc(C(=O)c3ccccc3)cc2[N+](=O)[O-])CC1 | -0.3 | 7 | 3 | -18 | 1 | -1.2% | -4 | -12 | -6
S=c1[nH]nc(COc2cccc(Cl)c2)n1Cc1ccccc1 | -0.3 | 1 | -4 | -1 | -10 | 0.2% | 7 | -2 | 10
COc1cc(C)c(S(=O)(=O)NCc2cccnc2)cc1C | 1.1 | 6 | 0 | 9 | 8 | 4.1% | -4 | 31 | -23
CCOC(=O)c1ccc(NS(=O)(=O)c2cc(C)ccc2OC)cc1 | 0.5 | 1 | -4 | 9 | 13 | 0.2% | 9 | 8 | 0
CCCn1nnnc1NCc1ccc(N(CC)CC)cc1 | -0.8 | 2 | -4 | 6 | -1 | -1.6% | -9 | 5 | 6
CC1CN(Cc2ccccc2)C(C)CC1O (stereo not drawn) | 2.1 | 1 | -8 | -8 | 1 | -0.4% | -7 | -1 | 16
Cn1cccc1/C=N/NC(=O)Cc1cccc2ccccc12 | 0.1 | 7 | -3 | x | -19 | -2.1% | -8 | -13 | -3
CCCOC(=O)C1=C(C)NC2=C(C(=O)CCC2)C1c1cccc(OC)c1OC (stereo not drawn) | -0.7 | 10 | -2 | 3 | 0 | 3.6% | 12 | 11 | 1
COC(=O)Cn1c2ccccc2c2nc(=O)cc(C)n21 | 0.2 | 0 | -2 | 3 | 1 | 4.7% | -10 | 7 | -12
O=C(O)c1ccc(Cn2c(SCc3cc(=O)n4cc(Br)ccc4n3)nc3ccsc3c2=O)cc1 | 1.5 | 1 | 5 | 2 | x | 16µM* | -2 | -31* | -8
(more compounds)
SMILES | D2 ag | D1 ag | D1 PAM | D2 PAM | RXFP1 antag | RXFP1 agonist | TRHR enhancer | D1 antagonist | D2 antagonist
O=C(CCS(=O)(=O)c1nc(-c2cccs2)cc(C(F)(F)F)n1)Nc1cc(Br)ccc1O | 1.2 | 4 | -4 | -2 | -116* | 6.3% | -8 | -24 | x
O=C(NCCc1ccccc1)c1ccc2c(c1)CCN2S(=O)(=O)c1ccc(Br)cc1 | 1.7 | 6 | 0 | -3 | -7 | -2.4% | 1 | 6 | x
CN(C(=O)c1ccncc1)c1nnc(-c2cnccn2)s1 | 0.8 | 1 | -1 | -3 | 2 | 0.7% | 5 | -4 | -20
CC(C)(C)OC(=O)NC(CCCCNC=O)C(=O)O (stereo not drawn) | 0.3 | 2 | 5 | -3 | 4 | 2.1% | 2 | -1 | 5
c1ccc(CSCc2cn3ccccc3n2)cc1 | x | 0 | -2 | 5 | 3 | 0.7% | 2 | -3 | x
O=C1c2ccccc2C(=O)N1CC(O)COc1ccc(Cl)cc1 (stereo not drawn) | -0.5 | 0 | -10 | 1 | -4 | 2.8% | 10 | -31* | -8
CCCCOc1nc2ccccc2nc1C(C#N)C(=O)NC1CCCCC1 (stereo not drawn) | 0.0 | 2 | -3 | 1 | -7 | 1.1% | 4 | 3 | -8
COc1ccc(-c2cc(=O)c3cc(OC)ccc3o2)cc1 | x | 3 | 0 | x | -1 | u | 3 | 1 | x
Cc1cc(C)cc(NC(=O)C(c2ccccc2)N2CCN(CC(=O)N3CCCC3)CC2)c1 (stereo not drawn) | -0.3 | 1 | -1 | -4 | -7 | 0.0% | 4 | 1 | 3
O=C(C1=C(O)C(=O)N(CCc2ccccc2)C1c1cccs1)c1ccco1 (stereo not drawn) | 3.4 | 3 | -5 | -3 | 13 | u | 4 | -12 | 17
COC(=O)C1=C(C)N(Cc2ccco2)C(=O)/C1=C\c1ccc(N(C)C)cc1 | -0.4 | 1 | -1 | 13 | -3 | -2.0% | 7 | 12 | 3
O=C(O)Cc1sc(Nc2ccccc2)nc1-c1ccccc1 | 0.0 | -1 | -2 | 0 | x | -0.8% | 3 | -2 | x
ON/C=N/C(=S)Nc1ncc(C(F)(F)F)cc1Cl | 0.0 | 0 | -6 | 4 | 8 | 0.9% | -3 | -6 | -10
CCCCCCSc1ccc([C@H]2N[C@@](C)(C(=O)OC)[C@H]3C(=O)N(CC)C(=O)[C@@H]23)cc1 | 1.9 | 17 | 11 | 16 | x | -1.6% | 2 | -13 | 19
COc1ccc(NC2CCCN(C(=O)c3csc(C(C)C)n3)C2)cc1OC (stereo not drawn) | 0.5 | 3 | 7 | 3 | -8 | -2.7% | 4 | -7 | 4
C/C=C(/C)C(=O)Nc1cccc(C2=NOC3(C2)C[C@@H](C(N)=O)N(C(=O)c2ccc(OC)cc2)C3)c1 (stereo partly drawn) | 0.0 | 1 | -8 | 6 | x | -0.9% | 9 | 32 | 8
CC1NC(=S)N(C2CCCCC2)C1=O (stereo not drawn) | 0.1 | 1 | 0 | 3 | -9 | -2.2% | -1 | -1 | 0
O=C(Nc1cccc(S(=O)(=O)NC2=NCCC2)c1)c1ccc(=O)[nH]c1 | 0.4 | 3 | -2 | -4 | 3 | 0.3% | -2 | -12 | 15
O=C(NC(c1ccccc1)c1ccccc1)c1cccc(S(=O)(=O)NCc2ccccc2)c1 | 0.4 | 7 | -5 | 7 | -5 | 3.3% | 0 | -9 | -17
CCOC(=O)NC(=O)C(=CNc1ccccc1C)C(=O)NC(=O)OCC | -0.7 | 3 | -9 | -1 | -10 | 2.6% | -2 | 0 | -14
CCCNS(=O)(=O)c1ccc(CCC(=O)NCCc2ccc(OC)c(OC)c2)cc1 | 0.3 | 0 | 1 | -13 | -18 | 2.2% | 11 | 6 | -2
CCOc1ccc(-n2ccn3c(CC(C)CC(=O)O)nnc3c2=O)cc1 (stereo not drawn) | 2.9 | 1 | 0 | -2 | x | 4.6% | -3 | -4 | x
COc1cccc(-c2nnc(SCC(=O)N3CCCCC3)o2)c1 | 0.6 | 4 | -2 | -1 | -2 | 5.2% | -3 | -5 | x

Some of the entries so far, with tabs.
smiles	D2 ag	D1 ag	D1 PAM	D2 PAM	RXFP1 antag	RXFP1 agonist	TRHR enhancer	D1 antagonist	D2 antagonist
Cc1cc(Cl)ccc1OCCCC(=O)NCCc1nnc2ccccn12	0.6	2	-7	-7	-7	0.6%	-2	-19	-6
Nc1cc(C(=O)c2ccccc2)ccc1N1CCOCC1	-0.8	3	-1	1	6	0.9%	-6	-23	3
CCOc1ccc(S(=O)(=O)Nc2c(C)n(C)n(-c3ccccc3)c2=O)cc1	x	1	3	-3	3	-0.1%	19	10	x
CCOc1cc(NS(=O)(=O)c2ccc(NC(C)=O)cc2)c(OCC)cc1NC(=O)C(C)C	-0.2	0	-2	2	-4	0.6%	-3	x	3
Cc1cc(C)n(CC(=O)NNC(=O)c2ccc(NC(=O)CC#N)cc2)n1	0.6	3	-3	-2	-3	2.9%	2	5	-35
C/C(=N/OC(=O)c1ccc(C)cc1)C(=O)c1ccc(Br)cc1	0.6	0	-6	5	4	-2.3%	-2	10	1
CCN1C(=O)[C@H]2[C@@H](c3ccc(C)cc3)N3C(=O)N(c4ccc(C(F)(F)F)cc4)C(=O)[C@@]3(CC(C)C)[C@H]2C1=O	x	2	-4	x	x	0.4%	2	0	x
O=[N+]([O-])c1cc([N+](=O)[O-])c2n[nH]c(-c3ccccc3)c2c1	0.0	1	-9	2	-1	4.2%	21	0	0
Cc1ccc(C(=O)Cn2nc(C)c([N+](=O)[O-])c2C)c(C)c1	0.7	3	-1	3	-3	1.1%	0	5	20
CC(=O)Nc1nc(C=C(Cl)Cl)cs1	-0.5	6	-1	6	6	0.5%	-4	-9	10
N#Cc1ccccc1S(=O)(=O)N1CCN(CC(O)CN2CCOCC2)CC1 (stereo not drawn)	-0.1	5	x	1	-1	-0.9%	-1	9	10
O=C(NNC(=O)c1cc(Cl)ccc1O)c1cccc(S(=O)(=O)N2CCOCC2)c1	-0.2	3	-9	3	-21	-1.0%	2	2	-1
O=C(Cc1ccsc1)NNC(=O)c1ccc(F)cc1	0.6	2	3	0	0	1.8%	-1	3	-4

A portion of the library; count on the stated rates, not on these rows.
